From PubChem BioAssay
EBV LMP1 NFkB: EBV LMP1-driven NF-kappaB luciferase reporter inhibitors, primary screen, cell-based, luminescence, single point. 0.69% of 350,000 active. AID 504558, 2011. inhibition, % at 12.5 µM. LMP1-induced NF-kappaB luciferase reporter cells; in the data active = inhibition above about 41%;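 also: 0% = neutral control wells and 100% = reference inhibitor control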
hiPSC survival: enhancers of single-cell hiPSC survival, primary screen, ATPlite luminescence; 0.044% of 360,000 active; 100% = ROCK inhibitor wells, 0% = DMSO; survival enhancement, % at 20 µM; in the data active = survival enhancement above about 18%;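 also: cells exposed to compounds for 16 hours before the ATP read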
NR2E3 ag-1: NR2E3 agonists in two-hybrid cells, primary screen, cell-based, luminescence, CHO-S, Gal4-NCOR/VP16-NR2E3; luciferase; Photoreceptor-specific nuclear receptor (Homo sapiens), Q9Y5X4; 0.35% of 360,000 active; inhibition of corepressor binding, % at 3.98 µM; AID 602229, 2012;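 active = inhibition above the mean of all tested compounds plus 3 SD, cut at about 70% in these data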;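 also: 0% = DMSO with NR2E3 transfected cells and 100% = cells lacking NR2E3 construct; higher means lower luciferase signal from less NR2E3 corepressor binding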
Target sequence (Q9Y5X4 whole entry, looked up, the tested form may be a part): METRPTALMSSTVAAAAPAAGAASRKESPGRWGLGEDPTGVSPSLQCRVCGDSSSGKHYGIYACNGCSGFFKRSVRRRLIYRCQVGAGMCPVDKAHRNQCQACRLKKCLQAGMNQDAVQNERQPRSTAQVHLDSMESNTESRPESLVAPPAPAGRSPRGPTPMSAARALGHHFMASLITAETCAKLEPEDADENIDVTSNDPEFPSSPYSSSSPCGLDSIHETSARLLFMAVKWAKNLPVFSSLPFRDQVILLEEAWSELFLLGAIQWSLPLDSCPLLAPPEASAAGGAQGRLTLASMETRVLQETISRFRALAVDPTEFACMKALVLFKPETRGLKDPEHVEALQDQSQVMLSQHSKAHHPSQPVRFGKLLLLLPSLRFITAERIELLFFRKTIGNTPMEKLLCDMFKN
Peg3 prom inh: Peg3 promoter-driven luciferase inhibitors, primary screen, cell-based, HeLa, luciferase luminescence. HeLa PEG-Prom luciferase reporter, overnight. inhibition, % at 20 µM. 1.7% of 360,000 active. AID 588405, 2011;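 active = inhibition of at least 50% at 20 µM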
KKLEB cytotox: cytotoxicity in KKLEB CF airway cells, primary screen, cytotoxicity control for CF NF-kB inhibitor project, cell-based, uHTS, fluorescence assay plates. KKLEB CF airway cells viability, ATPlite luminescence, overnight; stronger effect = lower value; cells stimulated with P. aeruginosa culture filtrate. activity change (cytotoxicity), % at 5 µM. 0.36% of 360,000 active;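 active = corrected activity change at or below -50% at 5 µM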
Shn3 inh set2: reduction of Shn3 3'UTR firefly luciferase signal, primary screen, Schnurri-3 inhibitor project, cell-based, Clone20 osteoblasts, set 2; Clone20 osteoblast Shn3 3'UTR firefly luciferase, 24 h; inhibition, % at 12.5 µM; 0.52% of 360,000 active; AID 588674, 2011;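 active = mean inhibition of at least 75% with every replicate also reaching 75%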;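 also: 0% = median of neutral control wells and 100% = pilot-screen positive control compound; some compounds past the cut are filed as inactive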
NR2E3 ag-2: inhibitors of NR2E3-RetCOR corepressor binding, primary screen, NR2E3 agonist project, biochemical, TR-FRET, GST-NR2E3, biotin-RetCOR; AID 2300, 2010; 0.12% of 320,000 active; inhibition of corepressor binding, % at 4.78 µM; 1536-well;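 active = percent inhibition above the cutoff of mean plus 3 SD of all tested compounds, set per screening campaign, cut at about 20% in these data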;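 also: 0% = DMSO wells and 100% = biotin wells as full block of FRET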
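Assay system: NR2E3–RetCOR corepressor complex. Quantity: 1.35 nM GST-NR2E3. Buffer or medium: pH 7.5 Tris-based buffer. Reagent: biotinylated RetCOR corepressor at 7 nM final. Schedule: 5 h at 4 °C. Detection: TR-FRET, emission read at 617 and 671 nm. Replicates: one well per compound, singlicate testing.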
CF NFkB block: inhibitors of PAF-induced NF-kB signaling, primary screen, cell-based, GFP fluorescence, uHTS. inhibition, % at 5 µM. KKLEB NF-kB-GFP reporter, GFP fluorescence overnight. 0.86% of 360,000 active;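 active = at least 50% inhibition at 5 µM, scaled per plate between neutral and stimulator controls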;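 also: PAF is a Pseudomonas aeruginosa culture filtrate used as stimulus; plate controls were PAF-stimulated DMSO wells for no effect and unstimulated DMSO wells for full effect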
TRPM1 prom inh: inhibitors of MITF-dependent TRPM1 promoter reporter, primary screen, cell-based, SK-MEL-5, single point, luciferase | SK-MEL-5 TRPM1 promoter luciferase, 24 h | inhibition, % at 12.5 µM | 0.83% of 330,000 active;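 active = mean inhibition across replicates of 60% or more, whatever share of single replicates reaches that level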; also: values of inactives mirror those of a sister screen read the other way
HIF-2a inh: HIF-2a reporter inhibitors, primary screen, luminescence, 786-0 RCC cells; 786-0 RCC cells HIF-2a reporter, luciferase luminescence, overnight; inhibition, % at 18.8 µM; 0.72% of 360,000 active;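 active = inhibition of the luminescence signal of 40% or more relative to plate controls, in a single-dose primary screen at 18.75 µM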
C8 TRAIL sens: viability loss with TRAIL in NB7+C8 cells, primary screen, TRAIL sensitizer project, cell-based, ATPlite luminescence. inhibition (viability loss, TRAIL sensitization), % at 10 µM. 1% of 360,000 active. AID 624354, 2012;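 active = compounds causing at least 50% loss of cell viability in the single-dose screen, relative to plate controls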
The depositor's hits bear a star; . = not tested or not shown.

#	smiles	EBV LMP1 NFkB	hiPSC survival	NR2E3 ag-1	Peg3 prom inh	KKLEB cytotox	Shn3 inh set2	NR2E3 ag-2	CF NFkB block	TRPM1 prom inh	HIF-2a inh	C8 TRAIL sens
1	CN(/N=C/c1cccnc1)c1cnn(-c2ccc(F)c(Cl)c2)c(=O)c1Cl	-3	0.4	4	-3	9	-21	-1	12	11	-1	-1
2	CC(C)(C)C1CCC2(CC1)SCC(=O)N2c1ccccc1 (configuration not stated)	12	3.0	-6	-7	-10	10	0	2	4	20	-16
3	Cc1ccc(S(=O)(=O)N2CCOCC2)cc1NC(=O)COC(=O)COc1ccccc1[N+](=O)[O-]	-3	1.4	9	-3	-5	-5	.	-2	3	8	1
4	COc1ccc(C(=O)Nc2ccccc2C(=O)Nc2ccc(C(=O)O)cc2)cc1	5	-0.4	-38	-28	0	-8	1	-5	-3	-26	47
5	COc1ccc(C(=O)c2ccccc2)c2c(O)ccc(C(=O)c3ccccc3)c12	22	5.6	10	29	5	73	1	7	38	32	10
6	COCCNS(=O)(=O)c1ccc2c(c1)n(C)c(=O)n2C	-24	0.9	-18	4	12	0	3	-13	3	4	-18
7	O=C1/C(=C/c2ccccn2)COc2ccccc21	14	0.9	16	-2	16	10	2	-37	-5	-14	1
8	O=C(/C=C/c1ccc(F)cc1)NC(=S)NNC(=O)c1cnccn1	36	-0.2	4	55*	1	89*	-3	22	21	-2	23
9	CCOC(=O)c1c(S(=O)(=O)NCC(=O)Nc2ccc(F)cc2)c(C)n(C)c1C	.	-0.4	17	-1	6	0	0	1	-1	2	-20
10	O=C(O)CCC(=O)Nc1cccc(-c2nnc(-c3ccccc3)o2)c1	-1	0.0	-42	-26	7	-7	0	-3	1	11	7
11	Cc1ccccc1C1=N/C(=C/c2cccs2)C(=O)O1	2	4.2	0	-11	-4	0	0	16	18	18	7
12	Cc1onc(-c2c(Cl)cccc2Cl)c1C(=O)O/N=C(\C#N)c1ccccc1	4	-0.2	-11	27	12	-10	3	0	-6	21	5
13	CCn1c(SCC(=O)Nc2ccc3c(c2)OCCO3)nnc1C1CC1	-5	-0.5	-1	7	13	-6	4	2	-1	0	6
14	Fc1ccc(NCc2n[nH]c(=S)n2Cc2ccccc2)cc1	10	-0.3	-30	11	7	2	3	7	-6	12	-1
15	O=C(COc1ccccc1)Nc1cc(NC(=O)COc2ccccc2)cc(C(=O)O)c1	6	-0.2	12	11	-4	-7	5	-6	6	26	-8
16	CCNC(=O)NS(=O)(=O)c1cnccc1Nc1cccc(Cl)c1	1	-0.2	3	3	-5	-9	3	4	2	10	-2
17	CC1(C(=O)NS(=O)(=O)c2ccc(C#N)cc2)CCN1C(=O)C1(c2ccc(Cl)cc2)CCC1 (configuration not stated)	.	-0.3	-6	6	-8	-14	.	5	.	7	-8
18	CC12CCC(C(=O)Nc3nc4ccc(Br)cc4s3)(OC1=O)C2(C)C (configuration not stated)	-10	-1.4	-108	-215	-5	-71	1	-3	-51	-197	-1
19	Cc1nn(-c2ccccc2)nc1CNC(=O)c1ncoc1-c1ccccc1	13	-0.6	-7	9	5	-1	4	5	1	-10	12
20	c1nc(NCC2(N3CCOCC3)CCCCC2)c2ccsc2n1	-2	-0.2	-3	8	-17	43	-1	12	5	12	-4
21	COc1ccc(OC)c(N=c2ssnc2Cl)c1	-6	-0.7	-10	13	-3	-17	-1	-4	17	1	-4
22	O=C(CCn1c(=O)c2ccccc2n(Cc2cccc([N+](=O)[O-])c2)c1=O)N1CCc2ccccc2C1	-5	-1.0	12	21	-5	-7	0	13	-5	16	-2
23	CS(=O)(=O)N1N=C(c2ccccc2)CC1c1cccs1 (configuration not stated)	-4	-0.6	-8	-19	-4	-40	1	0	-15	-55	-2
24	O=C(COC(=O)c1ccccc1Br)NC1CCCCCCC1	-14	6.4	2	-180	6	-29	.	-6	-28	-22	-7
25	CC(C)CC(NC(=O)C1CCCCC1)C(=O)NC(C)c1ccccc1 (configuration not stated)	.	-0.1	-11	9	11	18	2	15	-12	10	-13
26	COCCN(CCOC)Cc1cc(=O)oc2cc(OC)c(Cl)cc12	.	0.3	-6	18	-4	13	.	-7	.	3	-7
27	O=C(CSc1ccc(F)cc1)NNC(=O)c1ccccc1Br	1	-0.1	-13	-9	0	19	-4	0	8	11	-7
28	CCOc1ccccc1/C=N/Nc1ccccc1[N+](=O)[O-]	-19	0.0	-18	-94	4	-63	1	0	-69	-102	10
29	Cc1cc(O)c(C(C)C)cc1NS(=O)(=O)c1ccccc1	4	5.5	10	-10	-11	8	2	-7	-2	13	-27
30	COc1ccc(C2CC(C)=C(C#N)S(=O)(=O)C2C#N)cc1 (configuration not stated)	10	-0.2	-20	8	9	5	-2	2	3	12	11
31	CN=C(c1ccco1)n1c(=S)nc(-c2ccco2)n(C)c1=S	-16	-1.0	14	-11	0	-19	-1	-6	7	-10	-1
32	Cc1cc(/C=C(\C#N)C(=O)Nc2ccc(F)cc2)c(C)n1-c1ccc(N2CCOCC2)c([N+](=O)[O-])c1	26	-2.6	7	6	-10	72	2	5	26	-8	18
33	CCS(=O)(=O)c1ccc2c(c1)NC(=O)C(CCCl)O2 (configuration not stated)	10	0.6	2	4	-7	-3	2	12	7	22	-6
34	O=C(/C=C/c1cc([N+](=O)[O-])ccc1OC(F)F)NCc1ccc(F)cc1	-9	2.3	-29	14	-1	8	-2	0	2	22	-15
35	COC(=O)C1CSc2[nH]c(=O)sc2C1c1ccccc1 (configuration not stated)	1	-0.6	-7	20	3	-7	1	6	5	7	-5
36	Cc1ccc(N(C(=O)c2ccco2)C(C(=O)NC2CCCC2)c2cccnc2)cc1C (configuration not stated)	0	0.0	-6	11	4	7	-1	3	5	12	-23
37	COc1ccc(CNC(=O)COC(=O)C(CCSC)N2C(=O)c3ccccc3C2=O)cc1 (configuration not stated)	0	2.6	-3	-7	0	-4	.	3	.	5	12
38	O=C(c1[nH]c(C(F)(F)F)nc1-c1ccccc1)N1CCCN(Cc2ccc(F)cc2)CC1	.	0.5	-16	11	11	-17	.	-12	.	19	15
39	O=C(NCc1cccc(C(F)(F)F)c1)c1csc([C@@H]2C[C@H](O)[C@@H](CO)O2)n1	.	-1.6	-6	1	-11	2	.	-2	.	0	3
40	c1ccc(C2CC(c3cccs3)n3nnnc3N2)cc1 (configuration not stated)	-2	8.8	-6	17	-5	-12	3	4	3	20	-5
41	COc1ccccc1OCC(=O)Nc1ccc(NC(=O)COc2ccccc2OC)cc1	13	-0.3	21	6	-24	20	4	-3	6	-1	9
42	CCN1CCN(S(=O)(=O)c2cc3c(cc2Cl)NC(=O)CO3)CC1	-1	-0.9	0	10	-13	-5	-1	16	.	8	0
43	CCOC(=O)c1ccccc1NC(=O)CSc1nnc(COc2ccccc2)n1CC	3	0.4	6	21	-3	-3	1	11	-14	22	-4
44	Cc1cc2nc(-c3ccc(SCc4ccc(C(=O)O)cc4)nc3)[nH]c2cc1C	-45	-0.1	-65	-134	6	-2	5	-9	-21	-188	7
45	Cc1ccc(COc2ccc(/C=N/NC(=O)c3ccc(CN4CCOCC4)cc3)cc2)cc1	13	-5.3	-89	-141	-21	12	2	-11	3	-51	16
46	Cn1cnnc1SCc1nc(N)nc(Nc2ccccc2)n1	-6	6.7	-8	-46	1	-15	2	0	-9	-96	-21
47	CN=C1S/C(=C\c2ccc(N3CCCC3)c(F)c2)C(=O)N1C	-10	-0.9	-48	-193	-6	-30	0	-14	-1	-274	-4
48	CC(=O)Cc1nsc(NC(=O)c2ccc(COc3cccc(C)c3)o2)n1	4	-0.4	-69	-1	4	-23	0	10	10	8	-13
49	Cc1ccc(-c2nc(CS(=O)CC(=O)NCCN3CCCC3)c(C)o2)cc1 (configuration not stated)	-1	0.4	-13	-8	0	0	4	-14	19	6	-7
50	NS(=O)(=O)c1ccc(NC(=O)CN2CCCc3ccccc32)cc1	-10	0.2	10	-6	10	-5	2	1	7	-39	-6
51	O=c1c(F)cn(C2CCCO2)c(=O)n1Cc1ccccc1Cl (configuration not stated)	-10	-0.2	7	9	-25	-10	3	-17	1	9	-5

In the list so far, these contain a CF3 group:
#	smiles	EBV LMP1 NFkB	hiPSC survival	NR2E3 ag-1	Peg3 prom inh	KKLEB cytotox	Shn3 inh set2	NR2E3 ag-2	CF NFkB block	TRPM1 prom inh	HIF-2a inh	C8 TRAIL sens
38	O=C(c1[nH]c(C(F)(F)F)nc1-c1ccccc1)N1CCCN(Cc2ccc(F)cc2)CC1	.	0.5	-16	11	11	-17	.	-12	.	19	15
39	O=C(NCc1cccc(C(F)(F)F)c1)c1csc([C@@H]2C[C@H](O)[C@@H](CO)O2)n1	.	-1.6	-6	1	-11	2	.	-2	.	0	3

Not all compounds are listed (hit frequency here may not be typical).
